Compound activity as filed in PubChem.
GRK2 aptamer HTS: blocks RNA aptamer binding to human GRK2. P25098. bead flow cytometry, FAM-aptamer displacement from GRK2. inhibition of aptamer binding, % at 10 µM. 0.59% of 330,000 active. AID 488847;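 active means inhibition of aptamer binding above 40%, roughly 3 SD of noise, on plates passing a quality check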;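 further: median bead fluorescence of bound FAM aptamer so fluorescent compounds give negative values; no value below 0 was filed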
Target sequence (P25098 whole entry, looked up): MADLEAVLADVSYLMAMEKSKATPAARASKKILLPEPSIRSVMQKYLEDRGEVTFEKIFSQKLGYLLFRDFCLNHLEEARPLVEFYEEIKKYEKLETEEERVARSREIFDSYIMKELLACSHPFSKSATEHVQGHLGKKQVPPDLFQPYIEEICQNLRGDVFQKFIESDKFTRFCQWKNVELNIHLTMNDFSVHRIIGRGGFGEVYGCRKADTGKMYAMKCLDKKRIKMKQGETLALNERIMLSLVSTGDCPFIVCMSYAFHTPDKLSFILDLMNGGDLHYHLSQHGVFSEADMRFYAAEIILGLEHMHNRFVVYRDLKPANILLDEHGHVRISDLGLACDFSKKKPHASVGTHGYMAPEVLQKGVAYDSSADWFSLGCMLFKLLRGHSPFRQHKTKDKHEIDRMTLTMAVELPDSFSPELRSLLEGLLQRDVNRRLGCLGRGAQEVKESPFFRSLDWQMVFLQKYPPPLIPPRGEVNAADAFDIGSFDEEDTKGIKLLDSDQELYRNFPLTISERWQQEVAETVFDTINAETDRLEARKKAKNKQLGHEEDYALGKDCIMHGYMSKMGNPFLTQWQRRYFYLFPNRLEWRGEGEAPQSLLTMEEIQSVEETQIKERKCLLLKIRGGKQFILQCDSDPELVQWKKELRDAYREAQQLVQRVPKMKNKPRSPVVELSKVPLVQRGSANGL
LAP4 TOR yeast: alters LAP4-GFP fluorescence in TOR pathway yeast screen; GFP response vs DMSO, % at 10 µM; S. cerevisiae LAP4-GFP multiplex, flow cytometry GFP, 3 h; median GFP as percent of DMSO wells; 0.34% of 320,000 active;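 active means GFP response vs DMSO above a set limit, about the screen mean plus 3 SD, cut at about 150% in these data; inconclusive means under 70 cell events counted for the yeast strain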
RPL19A TOR yeast: alters RPL19A-GFP fluorescence in TOR pathway yeast screen. 0.3% of 330,000 active. AID 2025. percent response vs DMSO, % at 10 µM. S. cerevisiae RPL19A-GFP strain, flow cytometry, 3 h; active compounds read low;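 active means percent response vs DMSO below 50%; inconclusive means fewer than 70 events counted for the yeast strain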;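 further: median channel GFP fluorescence of the barcoded RPL19A-GFP strain; ratio of sample median GFP to plate DMSO average so 100% = DMSO; lower means less RPL19A-GFP as with rapamycin TOR inhibition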
AGP1-GFP MLPCN: alters AGP1-GFP fluorescence in TOR pathway yeast screen. S. cerevisiae AGP1-GFP multiplex flow cytometry, 3 h; GFP as percent of DMSO wells. GFP response vs DMSO, % at 10 µM. 0.02% of 320,000 active. AID 2066;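 active means GFP response relative to DMSO above a set limit, near screen average plus 3 SD, cut at about 150% in these data; inconclusive means fewer than 70 cells counted for the yeast strain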;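 further: median GFP channel fluorescence of the gated AGP1 strain per well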
GASC-1 inh: inhibitors of human GASC-1 (JMJD2C) demethylase; 0.069% of 330,000 active; GST-JMJD2C(1-420) H3K9me3 demethylation, DELFIA europium; Q9H3R0; inhibition, % at 2.35 µM;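 active means more than half of a compound's replicate wells show inhibition beyond 50%, single wells judged on their own value; inconclusive means some, but no more than half, of replicates pass 50% inhibition; inactive means no replicate passes 50% inhibition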;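 further: signal counts dimethyl H3K9 product captured on neutravidin plate; 0% = median of DMSO wells and 100% = 0.3 times that DMSO median; strong numbers were not always called active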
Target sequence (Q9H3R0 1-420 limits assumed): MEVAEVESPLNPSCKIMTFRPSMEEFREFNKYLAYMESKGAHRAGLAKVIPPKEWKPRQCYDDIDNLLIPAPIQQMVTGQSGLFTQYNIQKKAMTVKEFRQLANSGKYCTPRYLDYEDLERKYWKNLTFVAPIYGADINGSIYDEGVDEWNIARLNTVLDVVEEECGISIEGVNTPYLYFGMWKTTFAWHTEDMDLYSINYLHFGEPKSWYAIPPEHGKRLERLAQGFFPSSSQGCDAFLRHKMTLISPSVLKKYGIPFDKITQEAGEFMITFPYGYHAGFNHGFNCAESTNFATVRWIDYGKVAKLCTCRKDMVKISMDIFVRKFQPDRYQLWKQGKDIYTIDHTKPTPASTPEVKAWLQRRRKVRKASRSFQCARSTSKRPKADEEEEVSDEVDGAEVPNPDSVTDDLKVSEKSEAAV
VLA-4 inh: inhibition in a human VLA-4 binding assay | AID 2557 | P13612 | 0.2% of 330,000 active | VLA-4 expressing cells, ligand binding flow cytometry | inhibition, % (about 7 µM as worked out from the volumes in the protocol); in the data active means inhibition above about 50%
CIT2-GFP yeast: alters CIT2-GFP fluorescence in TOR pathway yeast screen | GFP response vs DMSO, % at 10 µM | S. cerevisiae CIT2-GFP strain, flow cytometry, 3 h; 100 means same as DMSO wells | 0.065% of 320,000 active | AID 2029;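 active means GFP response relative to DMSO above a set limit, near the screen mean plus 3 SD, cut at about 150% in these data; inconclusive means Fewer than 70 cells measured for a yeast strain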;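 further: ratio of well median GFP fluorescence to mean of DMSO wells on the plate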
MEP2-GFP yeast: modulators of TOR pathway MEP2-GFP in S. cerevisiae | S. cerevisiae MEP2-GFP strain, flow cytometry GFP, 3 h; 100% = DMSO control level | GFP response vs DMSO, % at 10 µM | 0.51% of 330,000 active;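 active means GFP response versus DMSO above a set limit, roughly screen mean plus 3 SD, cut at about 180% in these data; inconclusive means fewer than 70 cells counted for a yeast strain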;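 further: median GFP fluorescence of the barcode-gated MEP2-GFP cells per well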
* marks the source's active call; other numbers are inactive results; & = joins results of further samples; [ ] = remark or other dose. Rows were taken by chance; about 1.7% have a hit in one of these screens.

What do the screens show for `O=C(NCCCNC(=O)c1ccccn1)c1cccc(F)c1`?
GRK2 aptamer HTS: 3; LAP4 TOR yeast: 98; RPL19A TOR yeast: 105; AGP1-GFP MLPCN: 100; GASC-1 inh: 14; VLA-4 inh: -1; CIT2-GFP yeast: 109; MEP2-GFP yeast: 103

What do the screens show for `CCOC(=O)C1CCN(S(=O)(=O)c2ccc(NC(C)=O)c(Cl)c2)CC1`?
GRK2 aptamer HTS: 3; LAP4 TOR yeast: 101; RPL19A TOR yeast: 96; AGP1-GFP MLPCN: 99; GASC-1 inh: -2; VLA-4 inh: -6; CIT2-GFP yeast: 94; MEP2-GFP yeast: 95

What do the screens show for `CC(=O)N1CC(C(=O)Nc2ccc3c(c2)OCO3)Oc2ccccc21` (centres undefined)?
GRK2 aptamer HTS: 0; LAP4 TOR yeast: 100; RPL19A TOR yeast: 96; AGP1-GFP MLPCN: 100; GASC-1 inh: 6; VLA-4 inh: 3; CIT2-GFP yeast: 97; MEP2-GFP yeast: 114

How did COCCN(C(=O)CCC(=O)Nc1nccs1)C(C(=O)NC(C)(C)C)c1ccc(C)cc1 (centres undefined) do in these assays?
GRK2 aptamer HTS: 0; LAP4 TOR yeast: 87; RPL19A TOR yeast: 90; AGP1-GFP MLPCN: 91; GASC-1 inh: 24; VLA-4 inh: 4; CIT2-GFP yeast: 90; MEP2-GFP yeast: 99

How did Cc1onc(-c2c(F)cccc2Cl)c1C(=O)Nc1nc2ccccc2[nH]1 do in these assays?
GRK2 aptamer HTS: 3; LAP4 TOR yeast: 97; RPL19A TOR yeast: 99; AGP1-GFP MLPCN: 101; GASC-1 inh: -24; VLA-4 inh: 1; CIT2-GFP yeast: 90; MEP2-GFP yeast: 99

How did Cc1cccc(C)c1NC(=O)COC(=O)c1ccc2[nH]c3c(c2c1)CCCC3 do in these assays?
GRK2 aptamer HTS: 0; LAP4 TOR yeast: 111; RPL19A TOR yeast: 100; AGP1-GFP MLPCN: 100; GASC-1 inh: -10; VLA-4 inh: 8; CIT2-GFP yeast: 95; MEP2-GFP yeast: 101

What do the screens show for `Cc1cccc(CSc2nnc(-c3cnccn3)n2C)c1`?
GRK2 aptamer HTS: 1; LAP4 TOR yeast: 112; RPL19A TOR yeast: 96; AGP1-GFP MLPCN: 102; GASC-1 inh: 0; VLA-4 inh: 12; CIT2-GFP yeast: 100; MEP2-GFP yeast: 100

How did COc1ccccc1Oc1ccc(S(=O)(=O)Nc2cccnc2)cc1 do in these assays?
GRK2 aptamer HTS: 0; LAP4 TOR yeast: 102; RPL19A TOR yeast: 99; AGP1-GFP MLPCN: 100; GASC-1 inh: -1; VLA-4 inh: 1; CIT2-GFP yeast: 96; MEP2-GFP yeast: 102

How did Cc1cc(C)c2nc(SCC(=O)N3CC(=O)Nc4ccccc43)c(C#N)cc2c1 do in these assays?
GRK2 aptamer HTS: 9; LAP4 TOR yeast: 104; RPL19A TOR yeast: 106; AGP1-GFP MLPCN: 99; GASC-1 inh: -9; VLA-4 inh: -12; CIT2-GFP yeast: 102; MEP2-GFP yeast: 102

Results for CSC1=NSC2=NC(=O)/C(=C/c3coc4ccc(O)cc4c3=O)C(=N)N12 ?
GRK2 aptamer HTS: 7; LAP4 TOR yeast: 96; RPL19A TOR yeast: 109; AGP1-GFP MLPCN: 68; GASC-1 inh: -3; VLA-4 inh: -207; CIT2-GFP yeast: 87; MEP2-GFP yeast: 101

What do the screens show for `O=[N+]([O-])c1cc(Cl)ccc1N1CCN(c2cccc(C(F)(F)F)c2)CC1`?
GRK2 aptamer HTS: 2; LAP4 TOR yeast: 93; RPL19A TOR yeast: 104; AGP1-GFP MLPCN: 102; GASC-1 inh: -3; VLA-4 inh: 7; CIT2-GFP yeast: 98; MEP2-GFP yeast: 106

What do the screens show for `CC(=O)Nc1cccc(C(=O)OCN2C(=O)c3ccccc3C2=O)c1`?
GRK2 aptamer HTS: 4; LAP4 TOR yeast: 89; RPL19A TOR yeast: 106; AGP1-GFP MLPCN: 100; GASC-1 inh: 4; VLA-4 inh: 1; CIT2-GFP yeast: 89; MEP2-GFP yeast: 106

Results for COc1cc(-c2nnc(-c3cccnc3)o2)cc(OC)c1OC ?
GRK2 aptamer HTS: 0; LAP4 TOR yeast: 85; RPL19A TOR yeast: 86; AGP1-GFP MLPCN: 86; GASC-1 inh: 8; VLA-4 inh: 7; CIT2-GFP yeast: 97; MEP2-GFP yeast: 90

How did CCCCn1c(SCC(=O)NC(C)(C)C)nnc1-c1ccco1 do in these assays?
GRK2 aptamer HTS: 0; LAP4 TOR yeast: 102; RPL19A TOR yeast: 101; AGP1-GFP MLPCN: 103; GASC-1 inh: -7; VLA-4 inh: -1; CIT2-GFP yeast: 107; MEP2-GFP yeast: 92

Results for CC(CCc1ccccc1)NC(=O)COC(=O)C(CCC(N)=O)NC(=O)c1ccc(F)cc1 (centres undefined) ?
GRK2 aptamer HTS: 0; LAP4 TOR yeast: 96; RPL19A TOR yeast: 96; AGP1-GFP MLPCN: 98; GASC-1 inh: -7; VLA-4 inh: -4; CIT2-GFP yeast: 110; MEP2-GFP yeast: 96

Retrieved by compound from the entries so far, three records:
Results for COc1cc(-c2nnc(-c3cccnc3)o2)cc(OC)c1OC ?
GRK2 aptamer HTS: 0; LAP4 TOR yeast: 85; RPL19A TOR yeast: 86; AGP1-GFP MLPCN: 86; GASC-1 inh: 8; VLA-4 inh: 7; CIT2-GFP yeast: 97; MEP2-GFP yeast: 90

How did Cc1cc(C)c2nc(SCC(=O)N3CC(=O)Nc4ccccc43)c(C#N)cc2c1 do in these assays?
GRK2 aptamer HTS: 9; LAP4 TOR yeast: 104; RPL19A TOR yeast: 106; AGP1-GFP MLPCN: 99; GASC-1 inh: -9; VLA-4 inh: -12; CIT2-GFP yeast: 102; MEP2-GFP yeast: 102

Results for CSC1=NSC2=NC(=O)/C(=C/c3coc4ccc(O)cc4c3=O)C(=N)N12 ?
GRK2 aptamer HTS: 7; LAP4 TOR yeast: 96; RPL19A TOR yeast: 109; AGP1-GFP MLPCN: 68; GASC-1 inh: -3; VLA-4 inh: -207; CIT2-GFP yeast: 87; MEP2-GFP yeast: 101

The list goes on.
Results for O=C(NCc1cccnc1)C1c2ccccc2C(=O)N1C1CCCCCC1 (centres undefined) ?
GRK2 aptamer HTS: 3; LAP4 TOR yeast: 98; RPL19A TOR yeast: 104; AGP1-GFP MLPCN: 109; GASC-1 inh: 1; VLA-4 inh: 7; CIT2-GFP yeast: 107; MEP2-GFP yeast: 102

What do the screens show for `COCCn1nnnc1C(c1cc2cc(C)ccc2[nH]c1=O)N1CCc2ccccc21` (centres undefined)?
GRK2 aptamer HTS: 0; LAP4 TOR yeast: 102; RPL19A TOR yeast: 104; AGP1-GFP MLPCN: 107; GASC-1 inh: -16; VLA-4 inh: 15; CIT2-GFP yeast: 103; MEP2-GFP yeast: 105

How did N#CCCn1c2ccccc2c2nc3ccccc3nc21 do in these assays?
GRK2 aptamer HTS: 4; LAP4 TOR yeast: 99; RPL19A TOR yeast: 98; AGP1-GFP MLPCN: 94; GASC-1 inh: 2; VLA-4 inh: -4; CIT2-GFP yeast: 103; MEP2-GFP yeast: 99

Results for COc1ccnc(N2CCN(c3cccc(C(F)(F)F)c3)CC2)c1C#N ?
GRK2 aptamer HTS: 0; LAP4 TOR yeast: 104; RPL19A TOR yeast: 108; AGP1-GFP MLPCN: 103; GASC-1 inh: -8; VLA-4 inh: 3; CIT2-GFP yeast: 99; MEP2-GFP yeast: 111

Results for COc1ccc(N2CCN(c3nc(NCCO)nc(N4CCOCC4)n3)CC2)cc1 ?
GRK2 aptamer HTS: 1; LAP4 TOR yeast: 100; RPL19A TOR yeast: 100; AGP1-GFP MLPCN: 99; GASC-1 inh: 9; VLA-4 inh: -2; CIT2-GFP yeast: 108; MEP2-GFP yeast: 102

Results for CC(=O)C1=C(O)C(=O)N(Cc2ccccc2)C1c1cccs1 (centres undefined) ?
GRK2 aptamer HTS: 5; LAP4 TOR yeast: 100; RPL19A TOR yeast: 96; AGP1-GFP MLPCN: 98; GASC-1 inh: 4; VLA-4 inh: 9; CIT2-GFP yeast: 99; MEP2-GFP yeast: 106

What do the screens show for `COc1ccc(-n2nc3c(N4CCC(C(=O)N5CCC(C)CC5)CC4)nnc(C)c3c2C)cc1`?
GRK2 aptamer HTS: 0; LAP4 TOR yeast: 69[may fluoresce violet]; RPL19A TOR yeast: 51[may fluoresce violet]; AGP1-GFP MLPCN: inconclusive; GASC-1 inh: -31; VLA-4 inh: -119; CIT2-GFP yeast: inconclusive; MEP2-GFP yeast: 258*[may fluoresce violet]

What do the screens show for `COc1ccc(-c2coc3cc(O)cc(O)c3c2=O)cc1`?
GRK2 aptamer HTS: 0; LAP4 TOR yeast: 130; RPL19A TOR yeast: 100; AGP1-GFP MLPCN: 81; GASC-1 inh: -1&9; VLA-4 inh: -3; CIT2-GFP yeast: 71; MEP2-GFP yeast: 96

Results for CC1CN(C(=O)COc2ncnc3ccccc23)CC(C)O1 (centres undefined) ?
GRK2 aptamer HTS: 2; RPL19A TOR yeast: 90; AGP1-GFP MLPCN: 86; GASC-1 inh: 3; VLA-4 inh: -2; CIT2-GFP yeast: 86; MEP2-GFP yeast: 86

How did CCN1CCN(CCCNC(=O)Cn2cc3c(n2)CCCC3)CC1 do in these assays?
GRK2 aptamer HTS: 0; LAP4 TOR yeast: 89; RPL19A TOR yeast: 99; AGP1-GFP MLPCN: 100; GASC-1 inh: -2; VLA-4 inh: -25; CIT2-GFP yeast: 104; MEP2-GFP yeast: 99

How did COc1ccc(CNC(=O)CCNS(=O)(=O)c2cccc3nsnc23)cc1 do in these assays?
GRK2 aptamer HTS: 0; LAP4 TOR yeast: 95; RPL19A TOR yeast: 98; AGP1-GFP MLPCN: 97; GASC-1 inh: 43; VLA-4 inh: 4; CIT2-GFP yeast: 102; MEP2-GFP yeast: 98

Results for O=S(=O)(Cc1ccccc1)N1CCC(c2nc(-c3cccs3)no2)CC1 ?
GRK2 aptamer HTS: 0; LAP4 TOR yeast: 101; RPL19A TOR yeast: 98; AGP1-GFP MLPCN: 99; GASC-1 inh: -33; VLA-4 inh: 2; CIT2-GFP yeast: 98; MEP2-GFP yeast: 104

Results for CCCCNC(=O)/C(C#N)=C/c1ccc2c(c1)OCCO2 ?
GRK2 aptamer HTS: 4; LAP4 TOR yeast: 108; RPL19A TOR yeast: 100; AGP1-GFP MLPCN: 104; GASC-1 inh: 2; CIT2-GFP yeast: 88; MEP2-GFP yeast: 100

What do the screens show for `Cc1ccccc1C(=O)Oc1cc(N)n(S(=O)(=O)c2ccccc2)n1`?
GRK2 aptamer HTS: 0; LAP4 TOR yeast: 94; RPL19A TOR yeast: 101; AGP1-GFP MLPCN: 93; GASC-1 inh: -2; VLA-4 inh: 4; CIT2-GFP yeast: 98; MEP2-GFP yeast: 102

What do the screens show for `CCCC(=O)Nc1c(-c2cccc(OC)c2)c(=O)c2ccccc2n1C`?
GRK2 aptamer HTS: 0; LAP4 TOR yeast: 114; RPL19A TOR yeast: 105; AGP1-GFP MLPCN: 109; GASC-1 inh: -7; VLA-4 inh: -1; CIT2-GFP yeast: 113; MEP2-GFP yeast: 113

Results for CCc1nnc(NC(=O)CSc2nnc(Cc3cccn3C)n2C)s1 ?
GRK2 aptamer HTS: 1; LAP4 TOR yeast: 99; RPL19A TOR yeast: 96; AGP1-GFP MLPCN: 100; GASC-1 inh: 8; VLA-4 inh: -32; CIT2-GFP yeast: 104; MEP2-GFP yeast: 97
